Source: PubChem (several laboratories)
Platelet DG rel: inhibitors of platelet dense granule secretion, primary screen, cell-based, MLPCN, human platelets. human platelet-rich plasma, SFLLRN dense granule ATP release, luminescence. inhibition, %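 (compounds screened at 7.5 µM in platelet-rich plasma)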. 300,000 tested, 0.22% active;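 active = mean replicate score, as percent of positive control, at or above 50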
KCNK3 inh: human KCNK3 channel inhibitors, primary screen, CHO cells, FluxOR thallium flux, B-score | Potassium channel subfamily K member 3 (Homo sapiens), O14649 | FluxOR fluorescence; active compounds read low | B-score at 10 µM | 340,000 tested, 0.84% active;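 active = B-score under library mean minus 4 SD, starting fluorescence ratio at most library mean plus 5 SD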;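 also: more negative B-score means stronger inhibition of thallium flux through KCNK3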
KCNQ1 pot: potentiators or activators of KCNQ1 channel, primary screen, cell-based, thallium flux, high-throughput | Potassium voltage-gated channel subfamily KQT member 1 (Homo sapiens), P51787 | 310,000 tested, 0.35% active | CHO-K1 KCNQ1, thallium flux FluxOR fluorescence; active compounds read high | B-score at 10 µM;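 active = fluorescence ratio B-score, a plate-corrected score, at least three library SD, with initial intensity B-score within 5 SD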
Target sequence (P51787 whole entry, looked up): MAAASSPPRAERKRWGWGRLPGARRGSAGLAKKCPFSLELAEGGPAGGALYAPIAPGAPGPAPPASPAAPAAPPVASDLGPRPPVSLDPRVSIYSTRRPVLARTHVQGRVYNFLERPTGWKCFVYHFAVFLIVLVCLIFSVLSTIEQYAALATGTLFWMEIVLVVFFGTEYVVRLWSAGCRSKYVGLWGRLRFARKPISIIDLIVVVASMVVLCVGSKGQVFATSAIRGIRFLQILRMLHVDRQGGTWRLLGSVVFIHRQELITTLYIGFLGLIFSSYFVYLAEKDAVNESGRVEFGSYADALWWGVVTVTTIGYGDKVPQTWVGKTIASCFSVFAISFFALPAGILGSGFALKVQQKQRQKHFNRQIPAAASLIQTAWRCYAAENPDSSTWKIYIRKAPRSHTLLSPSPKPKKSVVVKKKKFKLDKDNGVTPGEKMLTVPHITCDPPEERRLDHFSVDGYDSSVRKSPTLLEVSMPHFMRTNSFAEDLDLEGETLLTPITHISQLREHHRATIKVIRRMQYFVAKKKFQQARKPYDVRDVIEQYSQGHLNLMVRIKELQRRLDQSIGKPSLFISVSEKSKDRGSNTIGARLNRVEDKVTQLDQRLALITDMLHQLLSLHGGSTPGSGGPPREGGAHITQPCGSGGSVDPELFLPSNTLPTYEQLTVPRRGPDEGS
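assay system = KCNQ1-transfected CHO-K1 cells | medium = assay buffer with matched DMSO | probe or stimulus = depolarizing K+/Tl+ stimulus, K2SO4 and Tl2SO4 each 12.5 mM in 5x stock | dosing = single dose | incubation = dye 90 min, compound 20 min, room temperature | detection = kinetic FluxOR fluorescence, 10 s baseline plus 110 s post-stimulus | evaluation = ratio B score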
TRPC4 inh: inhibitors of mouse TRPC4 channel, primary screen, Fluo4 calcium, HEK293 TRPC4beta/mu-opioid cells; DAMGO-evoked Fluo4 calcium flux; active compounds read low; B-score at 10 µM; 300,000 tested, 0.39% active; AID 2247, 2010;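 active = B-score over 3 SD under the library average, no early fluorescence shift, positive overall ratio signal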
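material = TRPC4beta/mu-opioid receptor HEK293 cell line | probe or stimulus = sequential submaximal and maximal DAMGO stimulation | compound dosing = one concentration per compound | measured by = Fluo4 Ca2+ flux fluorescence | evaluation = integrated fluorescence ratio relative to baseline, converted to per-well B score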
DYRK1A inh: rat Dyrk1A kinase inhibitors, primary screen, biochemical, single point, plate reader. Dual specificity tyrosine-phosphorylation-regulated kinase 1A (Rattus norvegicus), Q63470. ADP-Glo luminescence, NFATc1 peptide. inhibition, % at 12.5 µM. 310,000 tested, 0.43% active. AID 504441, 2011; in the data active = inhibition above about 50%;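 also: plate controls were vehicle with enzyme for no effect and no enzyme for full effect; many of its hits are not listed in these tables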
TRPC4 PAM: positive allosteric modulators of TRPC4, primary screen, cell-based, mouse TRPC4beta, HEK293 mu-opioid, Fluo-4 calcium. DAMGO EC20, Fluo-4 Ca2+ flux; active compounds read high. B-score at 10 µM. 310,000 tested, 0.42% active;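 active = B-score of calcium response area above 5 SD of library B-scores, with initial fluorescence ratio within 5 SD of library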;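 also: B-score of integrated fluorescence ratio over time as area under calcium response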
KCNQ1 block: inhibitors of human KCNQ1 channel, primary screen, cell-based, thallium flux, high-throughput; Potassium voltage-gated channel subfamily KQT member 1 (Homo sapiens), P51787; 310,000 tested, 1.3% active; B-score at 10 µM; CHO-K1 KCNQ1, FluxOR thallium flux fluorescence; active compounds read high;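 active = compounds whose thallium flux B-score, printed positive for inhibition, exceeds three library SD while starting fluorescence stays within three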;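 also: channel opened by potassium depolarization with thallium stimulus after 20 min compound exposure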
TRPC4 agonist: activators of mouse TRPC4 channel, primary screen, Fluo4 calcium, HEK293 TRPC4beta/mu-opioid cells; Fluo4 calcium fluorescence; active compounds read high; B-score at 10 µM; 310,000 tested, 0.49% active; AID 2237, 2010;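 active = B-score above 5 SD of library B-scores, and initial fluorescence ratio not above library mean plus 5 SD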;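 also: positive B-score marks a calcium rise read as TRPC4 activation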
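Test system: HEK293 cells stably co-expressing mouse TRPC4beta and mu-opioid receptor | Schedule: Fluo4 dye loading 45 min at room temperature, 110 s recording | Measured by: Kinetic Fluo4 calcium fluorescence, 5 s baseline at 1 Hz | Evaluation: B score of integrated ratio | Controls: Buffer (low) and maximal DAMGO (high)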
PolyA inhibitor: polyadenylation inhibitors in yeast reporter cells, primary screen, luminescence, S. cerevisiae; S. cerevisiae SKY197-pL101 polyadenylation reporter, beta-gal luminescence; efflux-impaired pdr1/pdr3 knockout yeast; score 100 = 6 SD above DMSO; calls only at 12 µM; 300,000 tested, 0.02% active; AID 1875, 2009;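 active = lowest replicate activity score at least 50, where 100 means six control SD above control mean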;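 also: yeast exposed to compound for 9 h at 30 °C; higher score means more reporter readthrough which indicates perturbed polyadenylation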
hERG protect: hERG rescue from dofetilide block, primary screen, cell-based, CHO-hERG, FluxOR thallium flux, dofetilide IC70; 310,000 tested, 0.51% active; AID 1511, 2009; dofetilide IC70 present; activation (rescue from dofetilide block), less the hit threshold, % at 10 µM; Voltage-gated inwardly rectifying potassium channel KCNH2 (Homo sapiens), Q12809;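 active = activation above the mean of controls blocked by dofetilide plus 5 SD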;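 also: thallium influx through hERG after potassium depolarization seen as dye fluorescence rise; in these data hits start at about 4.7%; inactives centre near -7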
KCNK9 block: KCNK9 potassium channel inhibitors, primary screen, HEK293 cells, thallium flux | Potassium channel subfamily K member 9 (Homo sapiens), Q9NPC2 | FluxOR thallium flux fluorescence; active compounds read low | B-score at 10 µM | 310,000 tested, 1.2% active | AID 488922, 2010;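 active = ratio B-score over 3 SD below the library mean, with starting fluorescence within 5 SD of its mean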;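 also: negative B-score means less thallium flux so channel inhibition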
Target sequence (Q9NPC2 whole entry, looked up): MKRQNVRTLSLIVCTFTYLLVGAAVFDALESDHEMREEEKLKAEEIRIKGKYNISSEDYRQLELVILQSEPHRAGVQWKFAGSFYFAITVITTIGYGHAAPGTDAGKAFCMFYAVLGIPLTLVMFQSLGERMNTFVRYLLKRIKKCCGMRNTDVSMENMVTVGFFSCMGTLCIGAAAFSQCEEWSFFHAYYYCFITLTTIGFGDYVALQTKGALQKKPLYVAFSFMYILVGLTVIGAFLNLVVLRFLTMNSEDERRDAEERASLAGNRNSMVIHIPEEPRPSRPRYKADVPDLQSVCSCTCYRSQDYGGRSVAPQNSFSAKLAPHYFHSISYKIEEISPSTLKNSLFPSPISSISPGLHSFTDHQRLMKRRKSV
* hit, by the source's call; i = inactive; / = no result given. Some of the compounds tested; rates above refer to the full screens.

Start of the data: the first four entries as a preview:
compound	Platelet DG rel	KCNK3 inh	KCNQ1 pot	TRPC4 inh	DYRK1A inh	TRPC4 PAM	KCNQ1 block	TRPC4 agonist	PolyA inhibitor	hERG protect	KCNK9 block
CCc1cccc(CC)c1NC(=O)CSc1nc2ccc(N3C(=O)C4C(C3=O)[C@H]3C=C[C@@H]4C3)cc2s1 (some centres not stated)	-1	i	i	i	3	i	i	i	i	-10	i
CCCn1c(N)c(N2CCCCC2)c(=O)n(CC(=O)Nc2ccccc2)c1=O	8	i	i	i	-10	i	i	i	i	-11	i
O=C(Nc1ccc(Br)cc1)c1ccc(F)c(S(=O)(=O)N2CCN(c3ccccn3)CC2)c1	6	i	i	i	-2	i	i	i	i	-2	i
COc1ccc2cc(OC)c(C(=O)N3CCOCC3)cc2c1	-23	i	i	i	-3	i	i	i	i	-5	i

The whole of this part, repeating the preview:
compound	Platelet DG rel	KCNK3 inh	KCNQ1 pot	TRPC4 inh	DYRK1A inh	TRPC4 PAM	KCNQ1 block	TRPC4 agonist	PolyA inhibitor	hERG protect	KCNK9 block
CCc1cccc(CC)c1NC(=O)CSc1nc2ccc(N3C(=O)C4C(C3=O)[C@H]3C=C[C@@H]4C3)cc2s1 (some centres not stated)	-1	i	i	i	3	i	i	i	i	-10	i
CCCn1c(N)c(N2CCCCC2)c(=O)n(CC(=O)Nc2ccccc2)c1=O	8	i	i	i	-10	i	i	i	i	-11	i
O=C(Nc1ccc(Br)cc1)c1ccc(F)c(S(=O)(=O)N2CCN(c3ccccn3)CC2)c1	6	i	i	i	-2	i	i	i	i	-2	i
COc1ccc2cc(OC)c(C(=O)N3CCOCC3)cc2c1	-23	i	i	i	-3	i	i	i	i	-5	i
Cc1c(O)ccc2c(CN3CCN(C/C=C/c4ccccc4)CC3)cc(=O)oc12	0	i	i	i	-3	i	i	i	i	-14	i
Cn1cc(Cl)c(C(=O)OCC(=O)Nc2ccccc2)n1	0	i	i	i	5	i	i	i	i	-4	i
CC(=O)Oc1ccc(/C=c2\sc3ncnn3c2=O)cc1	4	i	i	i	37	i	i	i	i	-6	i
Nc1c2c(nc3ccccc13)N(c1ccccc1)CC2	-15	i	i	-6*	12	i	i	i	i	-10	i
CCC1CCc2sc(C(=O)OCC(=O)N(CCOC)c3c(N)n(Cc4ccccc4)c(=O)[nH]c3=O)cc2C1 (configuration not stated)	-12	i	i	i	-7	i	i	i	i	-10	i
CCN(CC)C(=O)c1ccc(N)cc1	0	i	i	i	6	i	i	i	i	-3	i
Cc1ccc(N2C(=O)N(CC(=O)Nc3cc(Cl)ccc3C)C(=O)C2C)cc1 (configuration not stated)	7	i	i	i	8	i	i	i	i	-1	i
COc1ccc(C2CC23N=C(c2ccccc2)OC3=O)cc1 (configuration not stated)	1	i	i	i	-1	i	i	i	i	-7	i
C=CCSc1nc2c(cc1C#N)CCC2	-3	i	i	i	-1	i	i	i	i	-9	i
Cc1cccc2cc(CN(Cc3nnnn3Cc3ccccc3)C3CCCC3)c(=O)[nH]c12	6	-11*	i	-7*	2	i	i	i	i	-8	-12*
O=C(COc1ccc(F)cc1Br)N1CCN(c2ncccn2)CC1	7	i	i	i	1	i	i	i	i	-9	i
COc1ccccc1NC(=O)Cn1cnc2sc(C(=O)Nc3ccc(OC)c(OC)c3)c(C)c2c1=O	4	i	i	i	-10	i	i	i	i	-5	i
CSc1nc2c(c(=O)n1-c1ccc(C)cc1)SCC2	-2	i	i	i	0	i	i	i	i	-11	i
Cc1occc1C(=O)N/N=C/c1cccs1	45	i	i	i	-90	i	i	i	i	-11	i
CN(C(=O)COc1ccccc1)c1nc(-c2ccc(F)cc2)cs1	-8	i	i	i	/	i	i	i	i	-9	i
CCC(=O)Nc1ccc(C(=O)CSc2nc3ccccc3[nH]2)cc1	-2	i	i	i	-5	i	i	i	i	-6	i
CC(=O)Nc1ccc(S(=O)(=O)NCCC(=O)Nc2ccc(C)c(Cl)c2)cc1	7	i	i	i	3	i	i	i	i	-9	i
CN(C)S(=O)(=O)c1ccc(Cl)c(C(=O)Nc2ccc(S(=O)(=O)N3CCOCC3)cc2)c1	0	i	i	i	-6	i	i	i	i	-6	i
CC(C)COCc1ccc(O)c2ncccc12	-10	i	i	i	8	i	i	i	i	2	i
O=C(c1ccc([N+](=O)[O-])cc1[N+](=O)[O-])N1CCCC1	6	i	i	i	0	i	i	i	i	-7	i
COc1cc(OC)c(S(=O)(=O)Nc2ccc(C(=O)O)cc2)cc1S(=O)(=O)Nc1ccc(C(=O)O)cc1	7	i	i	i	2	i	i	i	/	-1	i
CCCOC(=O)c1c(NC(=O)CCCn2nc([N+](=O)[O-])c(Cl)c2C)sc(C(=O)OC)c1C	-11	i	i	i	-2	i	i	i	i	-11	i
COC(=O)c1ccc(COc2ccc(C=O)cc2OC)o1	-2	i	i	i	6	i	i	i	i	-3	i
CC(=O)c1ccc(Nc2ccc(-c3ccccc3F)nn2)cc1	0	i	i	i	/	i	i	i	i	-13	i
O=[N+]([O-])c1ccc(/C=C2\CCC(C3=CCCC3)=C2N2CCOCC2)cc1	-12	i	i	i	2	i	i	i	i	-15	i
CCn1c(COc2cccc(C)c2)nnc1SCC(=O)Nc1cccc(C(=O)OC)c1	-5	i	i	i	1	i	i	i	i	-6	i

Reprinted from the part before: 2 compounds, followed by the next part.
SMILES,Platelet DG rel,KCNK3 inh,KCNQ1 pot,TRPC4 inh,DYRK1A inh,TRPC4 PAM,KCNQ1 block,TRPC4 agonist,PolyA inhibitor,hERG protect,KCNK9 block
O=[N+]([O-])c1ccc(/C=C2\CCC(C3=CCCC3)=C2N2CCOCC2)cc1,-12,i,i,i,2,i,i,i,i,-15,i
CCn1c(COc2cccc(C)c2)nnc1SCC(=O)Nc1cccc(C(=O)OC)c1,-5,i,i,i,1,i,i,i,i,-6,i
O=S(=O)([O-])CCC[N+]1(CC#Cc2ccccc2)CCCCC1,-8,i,i,i,-4,i,i,i,i,-6,i
CC(=O)N(C)c1ccc(NS(=O)(=O)c2cc(Cl)ccc2Cl)cc1,0,i,i,i,0,i,i,i,i,-10,i
Cc1sc2ncnc(SCC(=O)N(C(C)C)C(C)C)c2c1C,1,i,i,i,-7,i,i,i,i,-2,i
COc1cc(/C=N/NC(=O)c2ccccn2)ccc1OC(=O)c1ccccc1Br,-23,i,i,i,8,i,i,i,i,-16,i
CCSc1nnc(-c2ccc(OC)cc2)o1,16,i,i,i,-6,i,i,i,i,-3,i
COc1ccccc1NC(=O)CNC(=O)c1ccccc1,1,i,i,i,0,i,i,i,i,-3,i
CCCNC(=O)CN(c1ccc(F)cc1)S(=O)(=O)c1ccc2c(c1)OCCO2,6,i,i,i,9,i,i,i,i,-11,i
Cc1cccc(N=C2NC(=O)/C(=C/C=C/c3ccco3)S2)c1,8,i,i,i,-6,i,i,i,i,-10,i
Cc1ccc(Nc2cnn(C34CC5CC(CC(CC(=O)O)(C5)C3)C4)c(=O)c2Cl)cc1C,5,i,i,i,-3,i,i,i,i,-7,i
COc1ccccc1-c1cc(C(F)(F)F)nc(S(=O)(=O)CCCC(=O)NC(C)C)n1,-5,i,i,i,2,i,i,i,i,-5,i
O=C(Oc1cccc(OC(=O)N2CCCCC2)c1)N1CCCCC1,8,i,i,i,1,i,i,i,i,-2,i
CC(C(=O)NCC1(c2ccccc2)CCOCC1)N1CCOCC1 (configuration not stated),-5,i,i,i,-8,i,i,i,i,-9,i
CCOc1ccc(OCC)c2sc(C)nc12,3,i,i,i,5,i,i,i,i,-3,i
CCc1onc(C)c1C(=O)Nc1cc(C)ccc1OC,1,i,i,i,5,i,i,i,i,1,i
CCOC(=O)N1CCN(C(=O)c2ccc3oc(CCCc4ccccc4)nc3c2)CC1,14,i,i,i,-1,i,i,i,i,-11,i
CCOc1ccccc1N(C)C(=O)c1sc2ncn(CC(=O)N3CCCCC3C)c(=O)c2c1C (configuration not stated),-1,i,i,i,-7,i,i,i,i,-8,i
Cc1noc(C)c1CSc1nc2ccccc2c(=O)n1-c1ccc(F)cc1F,24,i,i,i,-3,i,i,i,i,-7,i
O=S(=O)(c1ccccc1Br)N1CCC(O)(c2cccnc2)CC1,-5,i,i,i,0,i,i,i,i,-7,i
O=S(=O)(Nc1cccc(-c2cn3c(n2)SCC3)c1)c1cccs1,2,i,i,i,3,i,i,i,i,-3,i
CCn1c(SCC(=O)NNC(=S)Nc2ccccc2)nnc1-c1ccc(Cl)cc1,12,i,i,i,-6,i,i,i,i,-4,i
COc1ccc(CN(CC(=O)NCc2ccco2)C(=O)CCC(=O)Nc2nccs2)cc1,-7,i,i,i,4,i,i,i,i,-4,i
